Assay outcomes as filed in PubChem BioAssay.
SUMO1-SIM PPI = modulators of human SUMO1-mediated protein-protein interactions; P63165; SUMO1 binding to a labelled peptide, TR-FRET, 1 h; AID 602429; 0.33% of 360,000 active; inhibition, % at 20 µM; in the data active = inhibition above about 37%
LMPTP inh = blocks human LMPTP phosphatase. P24666. recombinant LMPTP-A, OMFP fluorogenic substrate, fluorescence intensity. inhibition, % at 20 µM. 0.22% of 360,000 active;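 active = compounds that cut the enzyme signal by at least half of the control window in the single-dose screen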;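 also: plate controls were DMSO wells with enzyme plus substrate for no effect and substrate without enzyme for full effect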
Target sequence (P24666 whole entry, looked up): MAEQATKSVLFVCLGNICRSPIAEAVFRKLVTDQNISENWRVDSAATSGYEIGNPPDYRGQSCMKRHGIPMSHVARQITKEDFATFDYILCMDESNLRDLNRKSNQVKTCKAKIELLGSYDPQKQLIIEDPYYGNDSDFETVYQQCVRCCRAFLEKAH
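Test system – LMPTP-A enzyme · Amount – LMPTP-A at 0.625 nM final in the reaction · Buffer or medium – Bis-Tris pH 6.0, DTT, detergent · Reagent – OMFP 400 µM · Doses – single 20 µM dose · Schedule – reaction 50 min, room temperature, dark · Detection – fluorescence intensity of OMFP turnover product · Evaluation – percent inhibition versus substrate-only and uninhibited controls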
NadD inh = inhibitors of Staphylococcus aureus NadD; purified NadD enzyme, colorimetric absorbance read-out; inhibition, % at 20 µM; 0.78% of 360,000 active; AID 602399; in the data active = inhibition above about 26%; also: some compounds past the cut are filed as inactive
DNMT1 block = DNMT1 (human) enzyme inhibition; 0.83% of 360,000 active; DNMT1 molecular beacon, Hinp1I cleavage, fluorescence; inhibition (reported as % activation of signal), % at 10 µM; P26358; AID 588458; in the data active = inhibition above about 50%
STEP block = STEP (human) phosphatase inhibition | recombinant STEP, OMFP fluorogenic substrate, fluorescence | inhibition, % at 20 µM | 0.25% of 360,000 active | AID 588621;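 active = inhibition at 20 µM, scaled per plate between control wells, above about 37%, limit read from the data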;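 also: 0% = DMSO with enzyme and substrate and 100% = substrate only without enzyme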
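medium = Bis-Tris buffer pH 6.0, 2.5 mM DTT, 0.005% Tween 20 | test system = STEP (striatal-enriched tyrosine phosphatase) enzyme, cell-free | measure = normalized % inhibition | compound dosing = 20 µM, 1% DMSO | also added = 25 µM OMFP | schedule = reaction 20 min, ambient temperature | measured by = fluorescence read at 480 nm ex / 540 nm em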
CSN inh = blocks human CSN-mediated cullin deneddylation | 0.38% of 360,000 active | Purified CSN, SCF-Nedd8-OG deneddylation, fluorescence polarization | Q92905 | inhibition, % at 12.5 µM | AID 651999;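 active = pattern-corrected inhibition above about 35%, with an unprinted fluorescence ratio check between 0.5 and 1.5, limit read from the data, passing the limit was not always enough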;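 also: 0% = enzyme with substrate and 100% = substrate without enzyme; some results filed as inactive read as strong as hits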
Target sequence (Q92905 whole entry, looked up, one chain of several): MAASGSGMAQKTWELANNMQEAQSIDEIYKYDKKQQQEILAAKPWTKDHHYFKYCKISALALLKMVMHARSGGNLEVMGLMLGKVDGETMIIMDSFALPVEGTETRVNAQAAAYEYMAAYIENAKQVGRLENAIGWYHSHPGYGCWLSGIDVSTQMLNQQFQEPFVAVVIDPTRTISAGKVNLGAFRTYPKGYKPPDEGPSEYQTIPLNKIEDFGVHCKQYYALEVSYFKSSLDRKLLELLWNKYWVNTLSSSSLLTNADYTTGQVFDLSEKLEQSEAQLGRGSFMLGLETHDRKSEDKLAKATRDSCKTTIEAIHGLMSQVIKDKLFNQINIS
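Detection – fluorescence polarization · System – HEK293T-derived human Csn5 enzyme · Controls – substrate-only high control, full reaction low control · Timing – 90 min, room temperature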
Rpn11 block = blocks the human proteasome subunit Rpn11; 0.59% of 360,000 active; human 26S proteasome, Ub4-pepOG fluorescence polarization; 20S core pre-blocked with epoxomicin; calls only at 20 µM;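 active = inhibition at 20 µM, scaled to each plate's controls, above about 33%, limit read from the data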
Target sequence (O00487 whole entry, looked up): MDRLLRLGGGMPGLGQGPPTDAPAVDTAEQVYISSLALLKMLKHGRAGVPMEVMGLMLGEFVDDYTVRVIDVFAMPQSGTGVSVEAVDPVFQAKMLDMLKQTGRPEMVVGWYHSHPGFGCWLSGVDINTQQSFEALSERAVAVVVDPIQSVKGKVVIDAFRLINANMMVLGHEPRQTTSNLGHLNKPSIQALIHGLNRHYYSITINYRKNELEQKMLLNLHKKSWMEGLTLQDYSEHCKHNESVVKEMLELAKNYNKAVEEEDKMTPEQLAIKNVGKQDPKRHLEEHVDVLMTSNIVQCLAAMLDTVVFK
MsrA inhibitor = inhibits bovine methionine sulfoxide reductase A; purified bovine MsrA, absorbance read-out; inhibition, % at 15.5 µM; AID 651718; 0.75% of 360,000 active; in the data active = inhibition above about 4.5%;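 also: 0% = vehicle wells with enzyme and 100% = reference inhibitor wells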
Scp-1 inhibitor = inhibitors of human Scp-1 phosphatase. Q9GZU7. Recombinant Scp1, phosphopeptide, malachite green phosphate absorbance. inhibition, % at 20 µM. 0.88% of 340,000 active;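 active = inhibition above about 50% at 20 µM, limit read from the data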;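 also: plate controls were DMSO wells with enzyme for no effect and wells lacking enzyme for full effect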
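Times: enzyme reaction 45 min at room temperature, colour 5 min, stabilisation 30 min. Material: SCP-1 catalytic fragment, aa 76-261. Medium: Acidic Tris acetate buffer with magnesium and detergent. Signal: colorimetric free-phosphate detection, absorbance 630 nm. Read-out basis: % inhibition of SCP-1 phosphate liberation. Reagent: Phosphorylated 17-residue peptide substrate.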
TbMetRS inhib = Trypanosoma brucei MetRS inhibition; purified T. brucei MetRS, ATP depletion, Kinase-Glo luminescence; inhibition, % at 11.9 µM; 0.4% of 360,000 active; AID 624268;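 active = inhibition above a per-plate cutoff of the control wells' mean inhibition plus 3 SD, cut at about 5.5% in these data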;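 also: 0% = DMSO wells median and 100% = median of wells with control inhibitor compound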
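assay system = parasite MetRS enzyme | timing = 15 min preincubation, 2 h reaction, all 25 °C | evaluation = percent inhibition relative to median high and low control wells | medium = HEPES buffer containing pyrophosphatase, BSA, spermine, DTT | compound = single dose, 11.9 µM final nominal, 0.9% final DMSO | detection = Kinase-Glo luminescence, ATP depletion format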
* hit, by the source's call; i = inactive; · = no result given; + = active, no number.

Results follow in this order: STEP block, DNMT1 block, TbMetRS inhib, MsrA inhibitor, Rpn11 block, LMPTP inh, CSN inh, SUMO1-SIM PPI, NadD inh, Scp-1 inhibitor
1	O=C(NCCc1c[nH]c2ccccc12)C1CCN(Cc2ccc(Br)cc2)CC1
  1, -2, 0.8, 0.1, i, -0.8, 1, -1, -7, -1
2	CC(c1ccccc1)n1c(Br)nc2c1c(=O)[nH]c(=O)n2C (centres undefined)
  1, 2, -0.1, 0.6, i, -0.2, 2, -2, -4, -2
3	COc1cccc(C(=O)NNC(=O)C2CC(C)=C(C)CC2C(=O)O)c1 (centres undefined)
  -4, -1, -0.3, 0.3, i, -1.1, 4, 0, -1, -1
4	COC(=O)C1(CCSC)NC(c2ccccc2OC)C2C(=O)N(C)C(=O)C21 (centres undefined)
  -2, 4, -0.4, -0.2, i, -1.0, 4, 2, -5, -4
5	CC(C)[C@@H]1Cc2[nH]c(=O)[nH]c(=O)c2[C@H](C)O1
  ·, ·, -0.8, -0.4, ·, -1.6, -2, 4, -1, ·
6	CCOc1cccc2sc(N(CCCN(C)C)C(=O)c3ccc(S(=O)(=O)N(C)c4ccccc4)cc3)nc12
  1, -5, -0.8, 0.4, i, 1.4, -4, -2, 0, 0
7	CCCNC(=O)c1ccccc1NC(=O)COc1cccc2c1OC(C)(C)C2
  0, 0, -0.4, 0.5, i, -0.3, 3, -5, 1, 11
8	CN(CCC#N)C(=O)COC(=O)c1ccc(Cl)c(S(=O)(=O)N(C)c2ccccc2)c1
  -3, -1, -0.6, 1.5, i, -0.7, -4, 2, -5, -10
9	CCCOC(=O)CCn1c(=S)oc2ccccc21
  1, -1, -0.5, 1.0, i, -0.8, -4, 3, 0, -7
10	CC1CCCC12NC(=O)NC2=O (centres undefined)
  0, 2, -0.2, 0.0, i, -3.0, 2, -2, 0, -5
11	COc1ccc(-n2cnnc2SCC(=O)Nc2cccnc2Cl)cc1
  0, 4, -0.6, -0.1, i, -1.4, 0, -2, -5, -4
12	C/C(=N\NC(=O)CNC(=O)C1COc2ccccc2O1)c1ccc(Cl)cc1 (centres undefined)
  0, 3, 0.0, -0.4, i, 0.8, 1, -3, -18, -7
13	CCOC(=O)CNC(=O)c1ccc2c(c1)OCCO2
  8, 1, -0.9, -0.3, i, -0.4, 1, 6, -2, 2
14	CS(=O)(=O)N1CCCC(C(=O)Nc2ccc(F)c(F)c2)C1 (centres undefined)
  0, 2, -0.3, 0.8, i, -1.0, 5, 2, -9, -3
15	CC(C)c1ccc(-n2nnnc2SCc2nc(N)nc(N)n2)cc1
  -3, -2, -0.3, 1.0, i, -1.5, 13, -2, 0, ·
16	CN1CCN(c2nc(-c3ccc(Cl)c(Cl)c3)nc3ccccc23)CC1
  -1, 0, -0.3, ·, i, -3.8, -2, -2, -7, ·
17	CCCCCCCCCS(=O)(=O)N/N=C/c1cccc([N+](=O)[O-])c1
  1, 1, 0.1, 1.8, i, 2.9, 3, -9, -5, -3
18	O=C(CN1CCCC1=O)NC1CCCc2c1cnn2-c1cc(F)cc(F)c1 (centres undefined)
  2, 7, -0.8, 0.8, i, 0.1, 3, -3, -3, 5
19	Cc1ccc(-c2n[nH]c(=S)n2/N=C/c2sccc2C)cc1
  0, 0, 0.0, 4.7*, i, -1.4, -2, 0, 4, -13
20	Cc1cccc(C(=O)Nc2ccccc2NC(=O)c2cccc(C)c2)c1
  -1, -2, -1.4, -1.6, i, 2.0, -4, 3, -7, 1
21	Cc1c2c(n3c(nc4ccccc43)c1C#N)N(CCN1CCOCC1)CC2
  -3, 0, -0.4, 0.3, i, 0.8, 2, -8, 8, -2
22	Cc1nc2c(-c3ccc(Cl)cc3)c(C)[nH]n2c(=O)c1Cc1ccccc1
  4, 1, -0.3, 1.6, i, -1.1, 0, 5, 27, 1
23	O=C(CSc1nnc(SCc2ccc(Cl)cc2)s1)N/N=C/c1c[nH]c2ccccc12
  3, 70*, 0.4, -0.8, +, 11, 35, 42*, -7, 16
24	COc1cc(Br)cc2cc(C(=O)OC3CCN(C)CC3)c(=O)oc12
  4, 4, -0.3, 0.8, i, 1.4, -4, -23, -9, -8

12 entries from above in another layout.
| # | Structure | STEP block | DNMT1 block | TbMetRS inhib | MsrA inhibitor | Rpn11 block | LMPTP inh | CSN inh | SUMO1-SIM PPI | NadD inh | Scp-1 inhibitor |
| --- | --- | --- | --- | --- | --- | --- | --- | --- | --- | --- | --- |
| 13 | CCOC(=O)CNC(=O)c1ccc2c(c1)OCCO2 | 8 | 1 | -0.9 | -0.3 | i | -0.4 | 1 | 6 | -2 | 2 |
| 14 | CS(=O)(=O)N1CCCC(C(=O)Nc2ccc(F)c(F)c2)C1 (centres undefined) | 0 | 2 | -0.3 | 0.8 | i | -1.0 | 5 | 2 | -9 | -3 |
| 15 | CC(C)c1ccc(-n2nnnc2SCc2nc(N)nc(N)n2)cc1 | -3 | -2 | -0.3 | 1.0 | i | -1.5 | 13 | -2 | 0 | · |
| 16 | CN1CCN(c2nc(-c3ccc(Cl)c(Cl)c3)nc3ccccc23)CC1 | -1 | 0 | -0.3 | · | i | -3.8 | -2 | -2 | -7 | · |
| 17 | CCCCCCCCCS(=O)(=O)N/N=C/c1cccc([N+](=O)[O-])c1 | 1 | 1 | 0.1 | 1.8 | i | 2.9 | 3 | -9 | -5 | -3 |
| 18 | O=C(CN1CCCC1=O)NC1CCCc2c1cnn2-c1cc(F)cc(F)c1 (centres undefined) | 2 | 7 | -0.8 | 0.8 | i | 0.1 | 3 | -3 | -3 | 5 |
| 19 | Cc1ccc(-c2n[nH]c(=S)n2/N=C/c2sccc2C)cc1 | 0 | 0 | 0.0 | 4.7* | i | -1.4 | -2 | 0 | 4 | -13 |
| 20 | Cc1cccc(C(=O)Nc2ccccc2NC(=O)c2cccc(C)c2)c1 | -1 | -2 | -1.4 | -1.6 | i | 2.0 | -4 | 3 | -7 | 1 |
| 21 | Cc1c2c(n3c(nc4ccccc43)c1C#N)N(CCN1CCOCC1)CC2 | -3 | 0 | -0.4 | 0.3 | i | 0.8 | 2 | -8 | 8 | -2 |
| 22 | Cc1nc2c(-c3ccc(Cl)cc3)c(C)[nH]n2c(=O)c1Cc1ccccc1 | 4 | 1 | -0.3 | 1.6 | i | -1.1 | 0 | 5 | 27 | 1 |
| 23 | O=C(CSc1nnc(SCc2ccc(Cl)cc2)s1)N/N=C/c1c[nH]c2ccccc12 | 3 | 70* | 0.4 | -0.8 | + | 11 | 35 | 42* | -7 | 16 |
| 24 | COc1cc(Br)cc2cc(C(=O)OC3CCN(C)CC3)c(=O)oc12 | 4 | 4 | -0.3 | 0.8 | i | 1.4 | -4 | -23 | -9 | -8 |
